Compound activity from PubChem.
Rab9 prom act = activates the Rab9 promoter; AID 485297; Huh7 Rab9 promoter-luciferase reporter, luminescence, 24 h; actives 2.8% (n = 320,000); Potency, µM (top dose mostly 9.22 µM), inactives show at the top dose activation, negative = inhibition, usual class: activators; note: % of control where 0% means no effect; nearly all actives have a fitted effect of over 60% in size
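Luciferase signal after 10 min detection reagent at ambient indicates Rab9 promoter upregulation; stably transfected Huh7 cells were treated 24 h with compound in DMSO at 37 °C, 5% CO2.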
Gal4-VP16 FLuc = counter-screen for ROR gamma inhibitors: Gal4-VP16 reporter; actives 3.5% (n = 310,000); Potency, µM (top dose mostly 53.6 µM), for inactives: top-dose activity, negative = inhibition, actives largely listed as inhibitors; Drosophila S2 Gal4-VP16 UAS-luciferase, luminescence, 20 h; AID 2546;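 note: Gal4-VP16 expression switched on by copper sulfate through the metallothionein promoter; % is set by controls: 0 for no effect and ±100 for the full control effect; nearly all actives have a fitted effect of over 50% in size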
MBNL1-CUG inh = inhibitors of human MBNL1 binding to CUG repeat RNA; Q9NR56; Potency, µM (series often up to 57.5 µM), without a hit: at the highest dose activity change, negative = inhibition, hits mostly inhibitors; actives 0.036% (n = 280,000); TR-FRET MBNL1-His/biotin-(CUG)12 binding, 665/545 ratio; AID 2675; active = well fitted inhibition curve with a large enough effect in the signal ratio, with a control signal flat, not every such curve was filed as active; inconclusive = small, poorly fitted or top-dose-only effect, or effect the other way, or a change in a side signal; inactive = no such curve, though single readings can be large or run the other way; the % refers to the signal ratio; note: % is set by controls: 0 for no effect and ±100 for the full control effect
Target sequence (Q9NR56 whole entry, looked up): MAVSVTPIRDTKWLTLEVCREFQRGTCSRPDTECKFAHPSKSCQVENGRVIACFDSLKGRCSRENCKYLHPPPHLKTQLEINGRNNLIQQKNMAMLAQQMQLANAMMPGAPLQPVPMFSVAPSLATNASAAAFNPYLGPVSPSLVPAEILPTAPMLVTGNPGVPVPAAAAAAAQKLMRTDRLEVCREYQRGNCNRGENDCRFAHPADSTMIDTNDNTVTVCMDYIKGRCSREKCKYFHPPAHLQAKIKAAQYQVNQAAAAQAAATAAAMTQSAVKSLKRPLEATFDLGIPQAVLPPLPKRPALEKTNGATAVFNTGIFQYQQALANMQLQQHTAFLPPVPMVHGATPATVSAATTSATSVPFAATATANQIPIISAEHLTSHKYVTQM
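MBNL1-His + Biotin-(CUG)12, cpd titration 92 nM–58 uM; Tb anti-His Ab 0.055 ng/ul, SA-XL665 5 nM (final); 60 min RT; ratiometric 665/545 nm, Ex 340 nm; normalized to buffer and full-complex controls.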
RORg inh = inhibitors of mouse ROR gamma transcriptional activity. P51450. Drosophila S2 Gal4-RORgamma UAS-luciferase reporter, 20 h. Potency, µM (titrated, usually from 53.6 µM), for the others: at the top dose activity change, negative = inhibition, hits mostly inhibitors. actives 5.4% (n = 310,000); note: % is set by controls: 0 for no effect and ±100 for the full control effect; nearly all actives have a fitted effect of over 60% in size
Target sequence (P51450 whole entry, looked up, the tested form may be a part): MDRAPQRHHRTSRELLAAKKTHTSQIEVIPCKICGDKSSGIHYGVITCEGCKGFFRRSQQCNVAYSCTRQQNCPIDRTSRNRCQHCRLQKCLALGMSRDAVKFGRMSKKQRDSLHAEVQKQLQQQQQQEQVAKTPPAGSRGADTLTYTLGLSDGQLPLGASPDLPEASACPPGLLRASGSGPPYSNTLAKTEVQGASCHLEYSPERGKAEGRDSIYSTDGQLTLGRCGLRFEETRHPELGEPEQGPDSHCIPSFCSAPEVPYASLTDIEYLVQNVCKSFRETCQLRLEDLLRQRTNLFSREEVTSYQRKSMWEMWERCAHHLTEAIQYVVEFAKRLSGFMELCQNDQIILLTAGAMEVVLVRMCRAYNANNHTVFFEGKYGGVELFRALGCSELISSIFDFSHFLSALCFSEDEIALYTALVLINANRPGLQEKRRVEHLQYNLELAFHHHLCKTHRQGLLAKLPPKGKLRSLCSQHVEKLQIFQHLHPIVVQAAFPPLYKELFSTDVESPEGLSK
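Luciferase reporter read in Schneider cells carrying Gal4-RORγ (mouse) and UAS-Photinus luciferase; cells given compound 1 h before 700 uM copper sulfate induction, then incubated 20 h at ambient temperature.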
BRCA1 expr act = BRCA1 expression activation. Potency, µM (doses to about 46.1 µM), for inactives: at the highest dose activation, usual class: activators. MCF7-BRCA1-FFLuc reporter, luminescence, 48 h; response scale: scaled: vehicle 0%, 10 µM genistein 100%. actives 1.1% (n = 380,000); note: nearly all actives have a fitted effect of over 80% in size; some results filed as inactive show a strong effect at the top dose
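48 h compound treatment of MCF7-BRCA1-FFLuc cells (phenol-red free MEM, 37 °C), then 15 min with luciferase substrate and luminescence imaging.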
p53 reactivator = mutant p53 re-activation in reporter cells; actives 0.063% (n = 320,000); H1299 p53-A138V BP100-luciferase reporter, luminescence, 24 h; Potency, µM (titrated, usually from 92.2 µM), for the others: at the top dose activity change, positive = activation, hits mostly activators; note: % of control where 0% means no effect; nearly all actives have a fitted effect of over 45% in size
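H1299 (p53-null), stable ts p53-A138V + BP100-Luc; 1000 cells/well, Opti-MEM/10% FBS; cpd 4 pt, 1:5; 24 h, 37 deg C, 5% CO2; detection reagent 10 min RT; luminescence.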
NPC1 prom act = activates the NPC1 promoter | Huh7 NPC1 promoter luciferase reporter, 24 h | Potency, µM (highest dose often 9.22 µM), inactives show at the top dose activation, actives largely listed as activators | actives 2.4% (n = 320,000);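 note: % of control where 0% means no effect; nearly all actives have a fitted effect of over 60% in size; reporter is driven by a mutant NPC1 promoter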
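Huh7 cells stably carrying NPC1 promoter–luciferase, plated in Opti-MEM with 10% FBS for 2 h, were exposed to compound in DMSO for 24 h at 37 °C; luciferase reagent was added for 10 min and luminescence read.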
FLuc counter = counter-screen for miR-21 project: firefly luciferase inhibitors or activators; P08659; Potency, µM (top dose mostly 57.5 µM), for the others: at the top dose activity change, negative = inhibition, hits mostly inhibitors; actives 6.9% (n = 360,000); purified FLuc, Km substrates, luminescence inhibition;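 note: plate controls were vehicle for no effect and reference inhibitor for full effect; nearly all actives have a fitted effect of over 55% in size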
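Biochemical qHTS of compounds, final roughly 60 µM downward over six points, against 10 nM purified firefly luciferase using Km concentrations of substrates (10 uM D-luciferin, 10 uM ATP) in Tris acetate pH 7.5 buffer; luminescence output.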
ELG1 genotoxic = induces genotoxicity in HEK293T cells with luciferase-tagged ELG1. actives 1.3% (n = 330,000). Potency, µM (titrated, usually from 46 µM), for inactives: at the top dose activity change, positive = activation, actives largely listed as activators. HEK293T ELG1-luciferase reporter, luminescence, 16 h; note: % of control where 0% means no effect; nearly all actives have a fitted effect of over 60% in size
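After overnight (16 hr) compound treatment at 37 °C, ELG1-luciferase HEK293T cells were lysed with ONE-Glo; luminescence quantified 30 min later at room temperature.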
uPA surface inh = inhibitors of cell surface uPA generation | cell surface uPA generation assay, qHTS | Potency, µM (titrated, usually from 38.3 µM), for the others: top-dose activity change, negative = inhibition, most hits filed as inhibitors | actives 0.31% (n = 330,000); active = well fitted inhibition curve with a large enough effect; inconclusive = small, poorly fitted or top-dose-only effect; inactive = no such curve, though single readings can be large or run the other way; tested in mouse RAW 264.7 cells; note: % is set by controls: 0 for no effect and ±100 for the full control effect; nearly all actives have a fitted effect of over 55% in size
Starred values were filed as active, the others as inactive; ? = inconclusive; nt = not tested or not shown; [ ] = dose if it differs, or a comment. Unless noted, calls come from the whole dose curve; as a rule, active = well fitted curve in the direction sought with a large enough effect; inconclusive = small, poorly fitted or top-dose-only effect, or another doubt; inactive = no such curve, though single readings can be large; an effect the other way counts as inactive or inconclusive. Potency is the fitted concentration of half-maximal effect.

SMILES | Rab9 prom act | Gal4-VP16 FLuc | MBNL1-CUG inh | RORg inh | BRCA1 expr act | p53 reactivator | NPC1 prom act | FLuc counter | ELG1 genotoxic | uPA surface inh
O=C(O)c1cc(NC(=O)c2ccc(Br)cc2)cc(NC(=O)c2ccc(Br)cc2)c1 | 14% | -2% | -1% | 11% | 17% | 9% | -6% | 21µM* | -5% | -5%
CCC(C)NC(=S)N1CCN(Cc2ccccc2)CC1 (stereo not given) | -2% | ? | -3% | 27% | -10% | -4% | -4% | -3% | -2% | 2%
COC(=O)c1ccccc1NC(=O)NC1CCN(Cc2ccccc2)CC1 | -11% | nt | 0% | 8%[0.365 µM] | -2% | -14% | -3% | 4% | 3% | nt
CSCC[C@H](N)C(=O)N1CCC(C(=O)N[C@H](C)C(=O)Nc2ccc(C(C)C)cc2)CC1 | -1% | -8% | 3% | -4% | -19% | 9% | -3% | 1% | 0% | 2%
COc1cccc(NS(=O)(=O)c2cc3[nH]c(=O)c(=O)[nH]c3cc2C)c1 | 0% | -6% | -1% | 4% | -6% | -1% | 1% | 0% | -1% | 4%
O=C(NCCCN1CCOCC1)C(c1ccccc1)c1ccccc1 | 7% | 3% | 2% | 9% | 3% | -5% | 1% | -2% | -5% | -1%
Cc1cc(-c2ccccc2)oc(=O)c1NC(=O)c1ccccc1 | 3% | -11% | ? | 29% | -21% | -7% | 2% | 2% | 3% | nt
CCC(C)NC(=O)CN1c2cccc3cccc(c23)S1(=O)=O (stereo not given) | -6% | 1% | 14% | 12% | 10% | -7% | -4% | 2% | 0% | 15%
CCOC(=O)c1cn2ccc(C)cc2n1 | 27% | 8% | 14% | -13% | ? | 4% | 23% | ? | ? | -13%
CN=C(Nc1cc(Cl)ccc1Cl)SC1CC(=O)N(c2ccc(C(=O)OC)cc2)C1=O (stereo not given) | -8% | ? | ? | 1% | -74% | -7% | -6% | -2% | -14% | 10%
CCCN1CCN(CCCNC(=O)C2CCCN(c3nc4ccc(OCC)cc4s3)C2)CC1 (stereo not given) | -12% | 0% | 3% | -1% | 5% | 17% | -2% | 2% | 1% | 4%
Cc1ccc(C(=O)Nc2cccc(C(=O)N/N=C/c3ccc(O)cc3)c2)cc1 | 2µM* | ? | 4% | -17% | -5% | 22% | 1.4µM* | 0.67µM* | 12% | -9%
COc1ccccc1CCC(=O)Nc1nccs1 | 11% | 17% | -8% | -6% | -10% | 2% | 1% | -6% | 1% | -5%
O=C(/C=C/c1ccc(F)cc1)NCc1cccs1 | 17% | -5% | 4% | 34% | 14µM* | ? | 13% | ? | 17% | 2%
COc1ccc2[nH]c(=O)c(C(c3nnnn3C3CCCCC3)N3CCN(C)CC3)cc2c1 (stereo not given) | -3% | 10% | -6% | 4% | 2% | -7% | -1% | -2% | 6% | nt
O=C(COc1ccc(/C=N/NS(=O)(=O)c2ccccc2)cc1)Nc1ccccc1 | 10% | -2% | 3% | 40% | -16% | 8% | 5% | ? | ? | 5%
O=C(c1cccc(Cl)c1)N1CCN(C(=O)c2ccccc2F)CC1 | -2% | -4% | 6% | 9% | -24% | -5% | 0% | 5% | 0% | -4%
Cc1cc(O)c(C=Nc2cccc(Cl)c2)c(=O)o1 | -1% | -1% | 9% | 26% | 2% | -7% | -2% | -3% | 2% | -12%
N#CC1=C(N)C2=CCCC[C@H]2[C@H](c2ccc(Br)cc2)C1(C#N)C#N | 1% | 5µM* | 5% | ? | -56% | ? | 2% | 3% | 0% | -15%
O=C(N/N=C/c1ccc(O)cc1)c1csc2c1CCCC2 | 23% | -3% | -5% | ? | 39% | ? | 22% | 13µM* | 9% | -9%

Arranged by formula weight (rising): part of the list above
SMILES | Rab9 prom act | Gal4-VP16 FLuc | MBNL1-CUG inh | RORg inh | BRCA1 expr act | p53 reactivator | NPC1 prom act | FLuc counter | ELG1 genotoxic | uPA surface inh
O=C(/C=C/c1ccc(F)cc1)NCc1cccs1 | 17% | -5% | 4% | 34% | 14µM* | ? | 13% | ? | 17% | 2%
COc1ccccc1CCC(=O)Nc1nccs1 | 11% | 17% | -8% | -6% | -10% | 2% | 1% | -6% | 1% | -5%
O=C(N/N=C/c1ccc(O)cc1)c1csc2c1CCCC2 | 23% | -3% | -5% | ? | 39% | ? | 22% | 13µM* | 9% | -9%
Cc1cc(-c2ccccc2)oc(=O)c1NC(=O)c1ccccc1 | 3% | -11% | ? | 29% | -21% | -7% | 2% | 2% | 3% | nt
Cc1ccc(C(=O)Nc2cccc(C(=O)N/N=C/c3ccc(O)cc3)c2)cc1 | 2µM* | ? | 4% | -17% | -5% | 22% | 1.4µM* | 0.67µM* | 12% | -9%
CCCN1CCN(CCCNC(=O)C2CCCN(c3nc4ccc(OCC)cc4s3)C2)CC1 (stereo not given) | -12% | 0% | 3% | -1% | 5% | 17% | -2% | 2% | 1% | 4%
O=C(O)c1cc(NC(=O)c2ccc(Br)cc2)cc(NC(=O)c2ccc(Br)cc2)c1 | 14% | -2% | -1% | 11% | 17% | 9% | -6% | 21µM* | -5% | -5%

Next section
SMILES | Rab9 prom act | Gal4-VP16 FLuc | MBNL1-CUG inh | RORg inh | BRCA1 expr act | p53 reactivator | NPC1 prom act | FLuc counter | ELG1 genotoxic | uPA surface inh
COc1ccc(NS(=O)(=O)c2ccc(NC(=O)C3CC3)cc2)cc1 | -2% | ? | -1% | ? | -30% | -17% | -4% | 3% | -9% | -25%
COc1cccc(NC(=O)c2ccc(NC(=O)C3CC(=O)OC34CCCCC4)cc2)c1 (stereo not given) | -5% | -13% | -3% | 35% | 8% | 1% | 2% | -5% | -4% | 0%
CC(=O)Nc1ccc(NC(=O)C(C)Sc2nc3ccccc3c(=O)n2Cc2ccco2)cc1 (stereo not given) | 3% | nt | nt | nt | -2% | -2% | 4% | -2% | 1% | 3%
COC(=O)CCSCC(=O)Nc1ccc(S(=O)(=O)N2CCOCC2)cc1OC | -6% | -1% | -1% | -8% | 5% | -2% | 3% | 2% | 4% | -4%
CCOc1ccc(OCC)c(S(=O)(=O)NNC(=O)c2c(C)nc3ccccn23)c1 | -5% | 1% | -7% | -2% | 5% | -6% | 0% | -1% | -1% | -4%
COC(=O)c1ccc(N2C(=O)Nc3ccccc3N2O)cc1 | 0% | -5% | 12% | -5% | -3% | 0% | 0% | -19% | 3% | ?
Cc1ccc(NC(=O)Nc2ccccc2C(=O)NCc2ccccc2)cc1 | 21% | 1% | -10% | -17% | 25% | 5% | 21% | 4.8µM* | ? | -2%
C[C@H](CO)N1C[C@H](C)[C@@H](CN(C)Cc2ccc3c(c2)OCO3)Oc2c(NC(=O)C3CCCCC3)cccc2C1=O | nt | nt | nt | nt | -52% | -4% | nt | nt | -8% | -4%
CCCc1nc2ccc([N+](=O)[O-])cc2[nH]1 | -1% | 11% | ? | 13% | 13% | -6% | -1% | -4% | -1% | 1%
O=C(Oc1coc(CSc2ncccn2)cc1=O)c1ccc(Br)o1 | -2% | -5% | -14% | -12% | -3% | 3% | 3% | -8% | -2% | -2%
O=C(COC(=O)c1cccc(S(=O)(=O)N2CCOCC2)c1)NCc1ccccc1 | nt | nt | nt | nt | -11% | 2% | nt | nt | 10% | -5%
CC1CCN(C(=O)COC(=O)CCc2c[nH]c3ccccc23)CC1 | 0% | 6% | -3% | 40% | 3% | 0% | -4% | -8% | 2% | 1%
O=C(COc1ccc(Br)cc1)Nc1nnc(-c2cccnc2)s1 | -2% | 5% | nt | 16% | -8% | 2% | 3% | -20% | 1% | -2%
COCCN(C(=O)c1ccccc1)c1nc(-c2ccc(OC)cc2)cs1 | 0% | 10% | 123%[activator] | ? | 36% | -21% | -2% | -16% | -3% | 7%
COc1ccc(N2CCN(C(=O)COc3ccc4c(C)c(C)c(=O)oc4c3C)CC2)cc1 | -3% | -7% | 3% | 1% | -5% | 18% | 0% | -16% | 5% | 28%
COc1ccccc1N1CCN(CC(=O)NCCc2ccc(S(N)(=O)=O)cc2)CC1 | -5% | 8% | 4% | 18% | 1% | -3% | -3% | 0% | 0% | 0%
O=C(O)c1cc(-c2ccc(/C=N/N3C(=O)C4C5C=CC(C6CC56)C4C3=O)o2)ccc1Cl (stereo not given) | -5% | -4% | ? | -2% | 0% | -9% | 0% | ? | 3% | -1%
CC(CN1CCCCC1)C(=O)NNC(=O)C12CC3CC(CC(C3)C1)C2 (stereo not given) | -4% | -7% | nt | -27% | -3% | 5% | -5% | -2% | 6% | -1%
CC(/C=N/NC(=O)c1ccc(Br)cc1)=C\c1ccccc1 | 1%[1.84 µM] | 4% | 2% | -10% | 46% | 3% | 20% | ? | ? | -5%
O=c1c2[nH]c3ccc(F)cc3c2nc2n1CCS2 | 2% | 0% | 16% | 20% | -27% | -1% | -2% | -15% | 4% | -2%
COc1ccc(CNc2cc(C)nc3ncnn23)c(OC)c1 | -18% | 11µM* | -4% | -23% | -92%[inhibitor] | -2% | -15% | 8% | 7% | nt
O=C(Nc1nccs1)c1cc(S(=O)(=O)N2CCOCC2)ccc1Cl | 8% | 8% | -5% | -38% | -11% | -3% | 0% | -1% | -7% | -5%
